Bioassay records: PubChem, National Center for Advancing Translational Sciences (NCATS)
Glioma ERSR ind = qHTS for Inducers of the Endoplasmic Reticulum Stress Response (ERSR) in Human Glioma: qHTS. U87-MG GRP78 promoter luciferase reporter, 16 h. Potency, µM, for the others: at the top dose activation, hits mostly activators. 0.02% of 420,000 active. AID 602332, 2012; note: potency is the fitted concentration of half-maximal effect; series mostly up to about 76 µM; % of control where 0% means no effect; nearly all actives have a fitted effect of over 35% in size
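Stably transfected U87-MG human glioma cells carrying a GRP78-based luminescent sensor were seeded at 1000 cells/well, pin-dosed with compounds and incubated 16 h. Luciferase reagent was then added, and end-point luminescence was read after 10 min at room temperature.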
BLM inh = qHTS Assay for Inhibitors of Bloom's syndrome helicase (BLM). 0.2% of 350,000 active. AID 2528, 2010. recombinant BLM DNA unwinding, fluorescence dequenching. Potency, µM (series often up to 56.1 µM), inactives show at the top dose activity change, negative = inhibition, usual class: inhibitors. RecQ-like DNA helicase BLM (Homo sapiens), P54132;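 note: potency is the fitted concentration of half-maximal effect; plate controls were vehicle for no effect and no enzyme for full effect; nearly all actives have a fitted effect of over 35% in size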
Pol iota inh = qHTS for Inhibitors of Polymerase Iota. 1% of 390,000 active. Potency, µM (top dose mostly 115 µM), for inactives: top-dose activity, negative = inhibition, usual class: inhibitors. DNA polymerase iota (Homo sapiens), Q9UNA4. Pol iota fluorescent replication assay, 10 min; note: potency is the fitted concentration of half-maximal effect
Target sequence (Q9UNA4 whole entry, looked up): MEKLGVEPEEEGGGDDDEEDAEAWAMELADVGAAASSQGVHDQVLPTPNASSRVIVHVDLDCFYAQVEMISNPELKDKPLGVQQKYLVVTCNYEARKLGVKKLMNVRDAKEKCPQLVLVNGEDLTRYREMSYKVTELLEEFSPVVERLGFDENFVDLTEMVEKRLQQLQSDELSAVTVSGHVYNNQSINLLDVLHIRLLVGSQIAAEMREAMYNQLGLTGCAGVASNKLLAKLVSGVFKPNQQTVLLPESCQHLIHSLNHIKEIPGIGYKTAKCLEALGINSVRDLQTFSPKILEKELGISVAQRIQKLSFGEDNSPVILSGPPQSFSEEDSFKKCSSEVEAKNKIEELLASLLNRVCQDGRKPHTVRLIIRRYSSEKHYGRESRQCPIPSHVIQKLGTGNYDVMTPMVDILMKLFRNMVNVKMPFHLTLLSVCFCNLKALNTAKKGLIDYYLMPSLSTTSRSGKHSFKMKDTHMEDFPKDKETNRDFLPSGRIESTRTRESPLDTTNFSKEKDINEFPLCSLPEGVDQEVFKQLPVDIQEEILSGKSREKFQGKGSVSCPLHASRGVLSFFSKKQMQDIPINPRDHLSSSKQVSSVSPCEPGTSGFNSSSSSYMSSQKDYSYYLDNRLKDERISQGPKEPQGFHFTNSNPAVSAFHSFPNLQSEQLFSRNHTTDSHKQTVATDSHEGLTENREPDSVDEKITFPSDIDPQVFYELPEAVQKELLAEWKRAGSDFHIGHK
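Pol iota at 10 nM preincubated 15 min with compounds at room temperature; reaction started with fluorescent substrate, 50 nM final. Fluorescence read kinetically at 0 and 10 min; buffer-only wells as negative control.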
POLH inh = qHTS for Inhibitors of Polymerase Eta. DNA polymerase eta (Homo sapiens), Q9Y253. recombinant Pol eta, fluorescent DNA replication assay. Potency, µM (top dose mostly 114 µM), for inactives: at the top dose activity change, negative = inhibition, actives largely listed as inhibitors. 1.2% of 390,000 active. AID 588591, 2011; note: potency is the fitted concentration of half-maximal effect; % is set by controls: 0 for no effect and ±100 for the full control effect
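Pol eta at 10 nM preincubated with compounds 15 min at room temperature; reaction started with fluorescent substrate (50 nM final) and read kinetically at 0 and 10 min.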
POLK inh = qHTS for Inhibitors of Polymerase Kappa | Potency, µM (doses to about 107 µM), for the others: top-dose activity, negative = inhibition, usual class: inhibitors | purified Pol kappa, fluorescent DNA synthesis assay, 10 min | 0.53% of 400,000 active; note: potency is the fitted concentration of half-maximal effect; % is set by controls: 0 for no effect and ±100 for the full control effect
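Kinetic fluorescence readout at 0 and 10 min followed reaction start with substrate at 50 nM final. Beforehand, enzyme (10 nM Pol kappa) stood 15 min with compound at room temperature; buffer-only wells were negative controls.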
APE1 inh = qHTS Assay for Inhibitors of the Human Apurinic/apyrimidinic Endonuclease 1 (APE1); DNA repair nuclease/redox regulator APEX1 (Homo sapiens), P27695; recombinant APE1, TAMRA/BHQ-2 abasic DNA cleavage fluorescence; 0.35% of 350,000 active; Potency, µM (doses to about 65.8 µM), without a hit: at the highest dose activity change, negative = inhibition, most hits filed as inhibitors;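 note: potency is the fitted concentration of half-maximal effect; plate controls were vehicle for no effect and reference inhibitor for full effect; nearly all actives have a fitted effect of over 55% in size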
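Step 1: APE1 (0.75 nM) with compound, 15 min RT. Step 2: add 50 nM fluorophore/quencher THF duplex. Step 3: three fluorescence reads 60 s apart (525/598 nm); read 3 minus read 1 = reaction progress.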
LDHA block = qHTS assay for inhibitors of human lactate dehydrogenase; AID 1347041, 2019; activity change, % (values are at about 110 or 230 µM); 0.15% of 480,000 active; purified LDHA, NADH/diaphorase-resazurin fluorescence; hits give low values; in the data active = activity change below about -30%; inconclusive = mostly about -25% to -30%;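 note: plate controls were DMSO wells for no effect and wells without enzyme for full effect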
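Remaining NADH was detected by diaphorase (0.133 mg/mL) converting 37 µM resazurin to fluorescent resorufin, read at 0 and 20 minutes. The preceding 5-minute room-temperature reaction used 2 nM LDHA, 0.2 mM sodium pyruvate and 0.06 mM NADH at pH 7.4.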
POLB inh = qHTS Assay for Inhibitors of DNA Polymerase Beta; 1.3% of 340,000 active; Potency, µM (series often up to 114 µM), for inactives: at the top dose activity change, negative = inhibition, hits mostly inhibitors; Pol beta primer extension/strand displacement, fluorescence kinetic; note: potency is the fitted concentration of half-maximal effect; % is set by controls: 0 for no effect and ±100 for the full control effect
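Curves were derived by four-parameter Hill fits of normalized qHTS data. The kinetic fluorescent primer-extension read was taken at 0 and 10 min after 50 nM substrate, following a 15 min room-temperature preincubation of 10 nM enzyme with compounds.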
Anesthetic bind = qHTS Assay for Identification of Novel General Anesthetics; apoferritin/1-aminoanthracene competitive binding, fluorescence; Ferritin light chain (Equus caballus), P02791; 0.074% of 350,000 active; Potency, µM (top dose mostly 77.5 µM), for inactives: at the top dose activity change, negative = displacement, most hits filed as inhibitors; note: potency is the fitted concentration of half-maximal effect; % is set by controls: 0 for no effect and ±100 for the full control effect; nearly all actives have a fitted effect of over 20% in size
Target sequence (P02791 2-175 limits assumed): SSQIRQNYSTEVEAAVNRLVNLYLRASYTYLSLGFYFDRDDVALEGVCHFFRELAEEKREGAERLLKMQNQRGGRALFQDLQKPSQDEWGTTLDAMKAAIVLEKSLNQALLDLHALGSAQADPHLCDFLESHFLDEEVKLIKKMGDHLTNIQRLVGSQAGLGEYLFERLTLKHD
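Concentration-response curves derived by four-parameter Hill fitting of normalized fluorescence, where compounds displaced 1-AMA from 10 uM horse apoferritin following a brief 10 min room-temperature incubation; propofol titration acted as positive control.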
* hit, by the source's call; u = inconclusive; x = not tested or not shown; & = joins results of further samples; [ ] = another dose, or the depositor's remark. Unless noted, calls come from the whole dose curve; as a rule, active = well fitted curve in the direction sought with a large enough effect; inconclusive = small, poorly fitted or top-dose-only effect, or another doubt; inactive = no such curve, though single readings can be large; an effect the other way counts as inactive or inconclusive. An excerpt; count on the stated rates, not on these rows.

SMILES	Glioma ERSR ind	BLM inh	Pol iota inh	POLH inh	POLK inh	APE1 inh	LDHA block	POLB inh	Anesthetic bind
CC(Sc1nncs1)C(=O)NCC(=O)Nc1ccc(F)c(F)c1F (stereo not given)	-6%	1%	8%	-13%	1%	-1%	-3	3%	-8%
COc1ccc(NC(=S)NCc2ccco2)cc1	-1%	0%	16%	-18%	-10%	0%	0	7%	-11%
CNS(=O)(=O)c1cccc(C(=O)NCC2(N3CCOCC3)CCCCC2)c1	-1%	-3%	56%[activator]	-14%	-4%	26%	-1	-2%	0%
COc1ccc(C(=O)CSc2nnc(CN3CCCCC3)n2-c2ccc(F)cc2)cc1	-4%	-5%	38%[activator]	-10%	-16%	-2%	0	6%	-23%
CCCNC(=S)N1CCN(c2nc(-c3cccc(OC)c3)cs2)CC1	-5%	-9%	108%[activator]	-22%	-6%	40%[activator]	-4	1%	-1%
CNC[C@H]1Oc2c(NS(=O)(=O)c3ccc(OC)cc3)cccc2C(=O)N([C@H](C)CO)C[C@H]1C	-3%	x	11%	-12%	2%	4%	-3	x	x
COc1cc(OC)cc(-c2c(C#Cc3ccsc3)c3cc(-c4ccc5[nH]ccc5c4)ccc3n2C)c1	-4%	x	39%[activator]	-7%	10%	17%	-2	x	x
Cc1c(NC(=O)c2ccc(NS(=O)(=O)c3ccccc3)cc2)c(=O)n(-c2ccccc2)n1C	-3%	0%	13%	-14%	-2%	-1%	-9	1%	-9%
CCN(CC(=O)NC(C)(C)C)C(=O)c1ccc(Br)cc1	4%	-3%	80%[activator]	-20%	-1%	20%	-1	-3%	-4%
CC(O)(C#CCN1CCCCC1)c1ccccc1 (stereo not given)	0%	6%	25%	-11%	0%	23%	-5	16%	-4%
O=C(O)CC1c2ccccc2CCN1C(=O)Nc1cc(Cl)ccc1Cl (stereo not given)	-1%	0%	-11%	-6%	5%[60.1 µM]	x	2	-7%	9%
CCOc1c2ccc(C(=O)NCc3ccc4c(c3)OCO4)cc2nn1CC	-1%	-3%	6%	3%	-4%	0%	-1	-1%	-1%
CC(SCc1ccccc1)C(=O)Nc1ccccc1Br (stereo not given)	7%	-20%	4%	-7%	8%	-1%	0	-2%	1%
COC(=O)[C@@]12CCCCN1[C@H](c1ccc(-c3ccc(Cl)c(Cl)c3)cc1)[C@H]1C(=O)N(C)C(=O)[C@H]12	2%	x	-13%	-12%	-15%	5%	-9	x	x
COC(=O)c1cc(C)sc1NC(=O)CC1Nc2ccccc2NC1=O (stereo not given)	-4%	7%	89%[activator]	-16%	0%	-4%	-8	3%	-11%
Cc1cccc(N2CCN(C(=O)c3ccc4nc[nH]c4c3)CC2)c1C	-5%	-1%	160%[activator]	-27%	-15%	4%	-2	0%	-23%
CC(=O)NC(=S)Nc1ccc(N2CCOCC2)c(S(=O)(=O)Nc2cc(Cl)ccc2Cl)c1	-1%	-6%	23%	-16%	-4%	-11%	3	2%	-19%
COc1ccc(NC(=O)Cn2c(CCC(=O)O)ccc2-c2ccccc2)cc1Cl	x	2%	-1%	x	3%	x	-6	-17%	-4%
COC(C(=O)NCc1ccc(C)cc1)c1ccccc1 (stereo not given)	-1%	3%	-14%	-10%	0%	13%	-7	6%	-4%
COc1cccc(/C=N/NC(=S)Nc2cccc(S(=O)(=O)N(C)C)c2)c1	8%	1%	5%	6%	-7%	-1%	0	2%	-9%
CCn1cc(S(=O)(=O)Nc2ccc(Cl)cc2F)cn1	-5%	-3%	-2%	-13%	4%	3%	0	24%	-2%
Cc1ccc(S(=O)(=O)c2nnn3c2nc(NCc2ccccc2)c2sccc23)cc1	-2%	-7%	-5%	2%	-24%	x	-7	5%	-15%
Cc1ccc(SCCNC(=O)/C=C/c2ccccc2Cl)cc1	-4%	-5%	10%	-15%	0%	-2%	1	6%	u
Cn1c(SCC(=O)N2CCOCC2)nnc1-c1ccc(NC(=O)c2ccccc2F)cc1	-2%	1%	9%	-5%	1%[60.1 µM]	-10%	-1	19%	-5%
O=C(COc1ccc([N+](=O)[O-])cc1)NCc1cccnc1	-2%	2%	8%	-20%	-8%	3%	2	16%	-5%
Cc1cc(S(=O)(=O)N(C)CCc2ccccc2)ccc1-n1cnnn1	-5%	-3%	-2%	-18%	-6%	5%	-2	23%	-20%
CCOc1cc(-c2ccccc2)nc(N)n1	2%	1%	-7%	-9%	2%	-2%	6	0%	-11%
CCCn1c(N)c(C(=O)COc2ccc(Br)cc2F)c(=O)n(C)c1=O	-1%	1%	19%	-4%	6%	-6%	1	4%	-13%
CCCCCCSc1cccc(-c2nc3ccccn3c2NCc2ccccc2)c1	-3%	x	-4%	-20%	18%	13%	0&2	x	x
COc1ccc(C(=O)NNC(=O)C2CC=CCC2)cc1 (stereo not given)	-4%	-3%	119%[activator]	1%	3%	21%	-3	5%	-5%
CC1CCCCC1NC(=O)c1cccc(N2C(=O)C3C4C=CC(C4)C3C2=O)c1 (stereo not given)	-5%	0%	32%	-18%	-11%	11%	-3	13%	-10%
C=Cn1ccnc1CC(O)c1ccc(OC)cc1 (stereo not given)	1%	x	181%[activator]	11%	-2%	x	-3	x	x
Cc1cc(=O)n2nc(N3CCC(C(=O)N4CCN(Cc5ccccc5)CC4)CC3)sc2n1	-6%	2%	2%	-3%	0%	1%	-2	-1%	-8%
COc1ccc(C=C(C(C)=O)C(C)=O)cc1OC	-9%	4%	1%	9%	-2%	2%	-2	22%	-1%
CCOC(=O)c1c(NC(=O)C2c3ccccc3Oc3ccccc32)sc(C(N)=O)c1C	-7%	-3%	8%	3%	-3%	-2%	-10	0%	u
Clc1ccc(C2=CSC3=NCCN23)c(Cl)c1	-6%	x	51%[activator]	-11%	1%	x	-14	x	x
Cc1c(N=NC2=C(O)CC(C)(C)CC2=O)c(=O)n(-c2ccccc2)n1C	-4%	-4%	u	8%	-6%	-2%	17	3%	-22%
Cc1nc2ccc(N)cc2c(=O)n1Cc1ccc(Cl)cc1	-2%	-1%	12%	4%	-17%	4%	9	-8%	4%
Cc1c(Br)c([N+](=O)[O-])nn1CC(=O)NCc1ccccn1	-1%	-1%	10%[58.9 µM]	-13%	-5%	16%	-4	15%	-7%
Cc1ccc(C(=O)OCC(=O)NC(=O)c2cccn2C)cc1[N+](=O)[O-]	1%	-2%	45%[activator]	7%	-1%	-2%	-2	-1%	2%
Cc1ccc(C)c(S(=O)(=O)Nc2ccc(C(=O)NCCCN3CCOCC3)cc2)c1	-5%	x	-3%	-1%	-17%	2%	-1	x	x
O=C(N/N=C\c1ccc(-c2ccccc2[N+](=O)[O-])o1)C1COc2cc3ccccc3cc2O1 (stereo not given)	-2%	-9%	26%	1%	-11%	-9%	20	0%	-22%
Cc1cc(CC(C)C)n(-c2nc3ccccc3c(=O)n2OCC(N)=O)n1	-7%	2%	-10%	-15%	-1%	1%	0	22%	-18%
O=C(NCC(c1ccco1)N1CCN(c2ccccc2)CC1)c1ccc2c(c1)OCO2 (stereo not given)	0%	-9%	-18%	0%	-9%	-3%	-9	1%	-10%
COc1ccc(OC)c(-c2noc(N3CCN(c4cc(C)ccc4C)CC3)n2)c1	-2%	-14%	59%[activator]	-9%	-17%	x	-4	19%	33%[activator]
Cc1cc(CNC(=O)c2cccc(OC3CCN(S(=O)(=O)N(C)C)CC3)c2)on1	-2%	0%	27%	-5%	13%	-7%	0	-15%	-10%
COCn1c(-c2cccc(Br)c2)nc2ccccc21	7%	-2%	4%	-7%	-2%	3%	3	0%	u
COC(=O)c1ccc(OCCN2C3=NCCN3c3ccccc32)cc1	-5%	62%[activator]	10%	-2%	0%	u	-6	-1%	-3%
CCOC(=O)NC1(C(F)(F)F)C(=O)N(Cc2ccccc2)C2=C1C(=O)CC(C)(C)C2 (stereo not given)	0%	0%	42%[activator]	-10%	-8%	-4%	0	2%	-13%
Cc1ccc(C)c(-c2nnc(NC(=O)c3ccco3)o2)c1	1%	x	34%[activator]	-10%	-14%	20%	1	x	x
Nc1c(Cl)ncnc1N1CCN(c2ncnc(Cl)c2N)CC1	-1%	2%	-1%	-13%	-2%	-4%	0	21%	8%
CCc1ccc(Nc2n[n+](-c3ccccc3)c(-c3ccc(C(=O)O)cc3)s2)cc1	0%	-5%	-22%	u	-20%	-3%	-1	1%	-10%
COc1ccc2[nH]c(=O)c(C(c3nnnn3C3CCCC3)N3CCN(Cc4ccc5c(c4)OCO5)CC3)cc2c1 (stereo not given)	-4%	-24%	5%	-12%	-18%	-2%	1	13%	-7%
Cc1cccc(CNC(=O)CN2C(=O)CCn3nc(-c4cn(C)c5ccccc45)cc32)c1	-1%	-8%	u	-5%	-10%[60.1 µM]	x	-10	18µM*	47%[activator]
CCOCc1c(C(=O)NCC(c2ccco2)N2CCCC2)oc2ccccc12 (stereo not given)	-2%	x	-13%	1%	-12%	22%	-2	x	x
